High-throughput results as filed in PubChem BioAssay.
sdo1 growth: sdo1-depleted yeast growth rescue; S. cerevisiae sdo1-depleted JHY4D growth rescue, OD600 30 h; hits give high values; pdr5 snq2 efflux-pump mutant strain; z-score at 10 µM; 140,000 compounds, 0.21% hits; AID 817;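 active = z-score above 3 at both the 24 hr and the 30 hr optical density reads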;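 also: z-score against mean and SD of all compound wells on the same plate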
Insulin prom inh: TRM-6 insulin promoter activity inhibition | TRM-6 cells (human fetal islet line), insulin promoter-eGFP reporter, imaging; reporter expression induced with tamoxifen | inhibition, % at 2 µM | 130,000 compounds, 0.9% hits | AID 1273;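 active = inhibition above the mean plus 3 SD, with well images judged a real hit on visual review, cut at about 60% in these data, passing the limit was not always enough; inconclusive = inhibition over the cutoff but images rejected on review; inactive = inhibition not above the cutoff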
sdo1 growth Rescue 24 h: further read-out of sdo1 growth, marked with its call; z-score; S. cerevisiae sdo1-depleted JHY4D growth rescue, OD600; measured here: growth rescue at 24 h;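 0 is the plate mean of compound wells and units are plate SD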
An asterisk follows results filed as active; u = inconclusive; x = not tested or not shown. A portion of the library; count on the stated rates, not on these rows.

SMILES | sdo1 growth | sdo1 growth Rescue 24 h | Insulin prom inh
COC(=O)c1c(C)oc2ccc(N(C(=O)c3ccncc3)S(=O)(=O)c3ccc(C)cc3C)cc12 | -0.43 | 0.12 | 19
COC(=O)[C@H](Cc1ccccc1)NC(=O)N1CCC(C)CC1 | 0.43 | 0.11 | -18
COCC(=O)NC1CC2CCC(C1)N2C(=S)Nc1ccccc1C(=O)OC (configuration not stated) | x | x | 0
COCCn1c(SCC(=O)Nc2ccc3c(c2)CCC3)nc2ccccc2c1=O | -0.58 | -0.48 | -1
COc1cc(C2(O)CCCCC2C)cc(OC)c1OC (configuration not stated) | 0.41 | 0.73 | -8
CC1(C)CC(NC(=O)CCC2CCCC2)CC(C)(C)N1 | 0.29 | -0.44 | 52
CCCCOc1cccc(OCCCC)c1C(=O)Nc1cc(C)on1 | -1.3 | -1.1 | -46
COC(=O)c1ccc2c(c1)C(=O)/C(=C/c1ccc(O)cc1)O2 | 3.5* | 3.9* | 12
Cc1cc(SCC(=O)Nc2cccc(S(=O)(=O)NC3=NCCCCC3)c2)c(C)cc1Br | 0.53 | 0.89 | -15
CCOC(=O)c1[nH]c2c(c1-c1ccccc1)C(=O)CC(c1ccccc1)C2 (configuration not stated) | 0.2 | 0.8 | 22
CCC(C)(C)NC(=O)CCn1c(-c2ccccc2)cc(C(C)=O)c1C | x | x | -79
CCCCCCC1NC(C(=O)O)CS1 (configuration not stated) | 0.07 | -0.04 | -12
C=CCOC(=O)C(C#N)c1nc2ccccc2nc1N1CCN(Cc2ccccc2)CC1 (configuration not stated) | -1.4 | -0.78 | -21
Cc1ccc2ncnc(Nc3ccc(C)c(C)c3)c2c1 | 0.29 | 0.34 | -3
Cc1ccc2c(c1)nnn2C1CCN(CC(=O)NNC(=O)c2ccco2)CC1 | x | x | -41
COc1ccc(Br)cc1/C=N/NC(=O)c1cc(OC)c(OC)c(OC)c1 | 1.2 | 0.53 | 0
CC(=O)/C(=N/Nc1ccccc1)Sc1nnc(CCc2ccccc2)n1-c1ccccc1 | -0.89 | -1.2 | -18
CC1=C(C(=O)N2CCCCCC2)C2(CCC(C)CC2)OC1=O (configuration not stated) | -0.65 | -0.45 | u
CCOc1ccc2c(c1)nc(SCC(=O)c1ccc(Br)s1)n2C | -0.98 | 0.17 | x
Cn1c(CSc2ncccn2)nnc1SCC(=O)N1CCCc2ccccc21 | 0.05 | -0.32 | -11
O=C(CN1CCN(Cc2ccccc2F)C1=O)NC1CCCC1 | x | x | u
Cc1ccc(OCC(=O)NC2CCCc3ccccc32)c(C)c1 (configuration not stated) | -0.96 | -0.86 | x
Cc1cc(C)cc(N=C(NO)c2cccc([N+](=O)[O-])c2)c1 | 0.03 | -0.35 | x
CCOc1ccc(N(C)S(=O)(=O)c2ccc(C)c(C(=O)OCC(=O)c3c[nH]c4ccccc34)c2)cc1 | x | x | 5
Cc1cc(NS(=O)(=O)c2ccc(NC(=O)C(c3ccccc3)c3ccccc3)cc2)no1 | 0.6 | 0.71 | -4
O=C(Nc1nnc(C23CC4CC(CC(C4)C2)C3)s1)c1ccc(N2C(=O)CCC2=O)cc1 | 0.03 | -0.54 | x
Cc1ccc(-c2cc(C(=O)N/N=C/C=C/c3ccccc3)n[nH]2)o1 | -0.33 | -0.99 | 27
CCCS/C(N)=N/N=C/c1cc(C)ccc1O | -0.21 | 0.18 | 16
Cc1ccc(C(C)C)c(OCC(O)CN2CCN(CCO)CC2)c1 (configuration not stated) | 0.63 | 0.68 | -167
CC(C)c1ccc(OCc2cccc(C(=O)N/N=C/c3cccnc3)c2)cc1 | -1.8 | -1.2 | -286
Cc1ccc(S(=O)(=O)/N=C(\CN2CCCCC2)N2CCOCC2)cc1 | -0.85 | -1.2 | -80
[O-][N+]12CC[N+]([O-])(CC1)c1ccccc12 | 1.1 | 0.46 | x
Cc1cc(Cl)ccc1N(CC(=O)N=Nc1c(O)[nH]c2ccccc12)S(C)(=O)=O | -0.13 | 0.12 | -84
Cn1nc(-c2ccc(Cl)cc2)c2cc(C(=O)NCCCN3CCOCC3)sc21 | 0.96 | 1 | x
Cc1ccc2cc(CN(CC(C)C)C(=O)C3CCCO3)c(=O)[nH]c2c1 (configuration not stated) | 0.71 | 0.54 | 0
COCCn1c(C)cc(C(=O)COC(=O)/C=C/c2cccc(OC)c2)c1C | x | x | 57
CCOc1ccc(C2C(C#N)=C(N)Oc3cc(C)n(Cc4ccco4)c(=O)c32)cc1OC (configuration not stated) | 0.53 | 0.09 | 25
O=S(=O)(Cc1ccccc1)N1CCCc2ccccc21 | x | x | 36
COc1ccccc1N=Nc1[nH]c2ccc(C)cc2c1O | 0.45 | 1.9 | -4
COc1ccc(C(=O)NNC(=O)c2cnccn2)cc1[N+](=O)[O-] | 1.1 | 1.1 | 3
CCC(=O)Nc1nc(N)n(-c2ccccc2)n1 | 0.77 | 0.39 | 4
COc1cccc(CNc2ccc3c(c2)CCC3)c1 | 0.16 | -0.15 | -29
Cc1cc(C)c2cc3c(ccn3C3OC[C@H](O)[C@H](O)[C@H]3O)cc2n1 (some centres not stated) | 0.58 | -0.14 | 17
O=C(CN(c1ccccc1)S(=O)(=O)c1ccc(F)cc1)NC1CCS(=O)(=O)C1 (configuration not stated) | x | x | -5
O=C(CSc1nnc(NC(=O)C2CC2)s1)NCc1cccs1 | x | x | 0
Cc1ccc(-n2nnnc2SCn2nnc3ccccc3c2=O)c(C)c1 | -1.2 | -0.42 | 7
Cc1nn(C)cc1CN(C)C(=O)c1cc2nc(-c3ccco3)cc(C(F)(F)F)n2n1 | -0.76 | -0.89 | x
COCCCNCCOc1cc(C(C)C)ccc1C | -0.46 | -0.39 | -4
COC(=O)CCCCCNc1ccc(C(=O)OC)cc1N | -0.16 | -0.84 | -105
COc1cc2c(C(=O)N3CCN(c4cccc(Cl)c4)CC3)cn(C)c(=O)c2cc1OC | 0.07 | 0.55 | -3
O=C(c1ccncc1)c1nccn1-c1ccccn1 | 0.37 | -0.27 | -8
Cc1ccc(Nc2nc(CSc3nnc(-c4ccc(F)cc4)n3C)cs2)cc1 | -1.3 | -0.84 | -39
Cc1cccc(C(=O)N=c2c(C#N)cc3c(=O)n4cccc(C)c4nc3n2Cc2ccco2)c1 | 0.35 | 0.76 | -14
O=C(COC(=O)/C=C/c1ccc([N+](=O)[O-])cc1)NCC1CCCO1 (configuration not stated) | x | x | 33
COc1cc(C(=O)NCCC(=O)NCCN2CCOCC2)cc(OC)c1OC | 0.73 | 0.02 | x
O=C1C2C3C=CC(C3)C2C(=O)N1c1ccncc1 (configuration not stated) | 0.45 | -0.12 | 0
Cc1cccc(NC(=O)CC23CC4CC(C2)CC(n2nnc(C)n2)(C4)C3)c1 | -0.28 | -0.64 | -3
CCOc1cccc(OCCCNCCCOC)c1 | 0.27 | -0.67 | -15
Cc1cc(C)nc(NS(=O)(=O)c2ccc(NC(=O)CN3C(=O)c4ccccc4C3=O)cc2)n1 | 0.75 | 0.89 | x
Cc1ccc(C(C(=O)NC2CCCCC2)N(C(=O)c2csnn2)C2CCCC2)o1 (configuration not stated) | -0.28 | -0.47 | -86
(cont.)
SMILES | sdo1 growth | sdo1 growth Rescue 24 h | Insulin prom inh
CC(=O)Nc1cccc(NC(=O)C2CCCN2C(=O)Nc2cccc(F)c2)c1 (configuration not stated) | 0.4 | 0.51 | 7
Cc1cc(Oc2ccccc2)nc(SCC(=O)Nc2ccc(Cl)cc2Cl)n1 | -0.5 | -0.14 | 43
CC(=O)Nc1ccccc1C(=O)C(=O)Nc1ccccc1 | 0.38 | 0.46 | x
CSCCC(NS(=O)(=O)c1cc(C(=O)O)ccc1Cl)C(=O)O (configuration not stated) | x | x | -18
Cc1cccc(C)c1NC(=O)CN(C)C(=O)/C=C/c1cccs1 | -0.02 | -0.83 | -48
COc1ccccc1N1C(C)=CC(=C(C#N)c2nc3ccccc3s2)C=C1C | -0.26 | -0.72 | x
CC(C)CCNC(=O)CNC(=S)N(CCCN1CCOCC1)Cc1cccs1 | 1.3 | 0.67 | -6
COc1ccc(/C=C/C(=O)c2ccc(Cl)cc2)c(OC)c1 | -0.88 | -0.8 | x
O=c1[nH]c(=O)n(C2CCCO2)cc1Br (configuration not stated) | 0.58 | -0.33 | 56
C/C(=C/C(=O)N1CCc2ccccc21)C(=O)O | 1.3 | 2 | -33
Cc1ccc(C(=O)CNc2cccc(Cl)c2)cc1 | -0.54 | -1.1 | 57
CCCCOc1ccccc1P(=O)(O)CP(=O)(c1ccccc1)c1ccccc1 | 0.06 | -0.14 | 18
Cc1nn(C)c(C)c1CN(C)C(=O)c1cnn2c1NC(c1ccccc1)CC2C(F)(F)F (configuration not stated) | 0.24 | 0.17 | -36
CC(CC(=O)Nc1ccc2c(c1)OCCO2)c1ccccc1 (configuration not stated) | -0.16 | 0.12 | 32
COC(=O)Nc1ccc(NC(C)=O)cc1 | 1.4 | 1.4 | 49
CCOC(=O)N1CCN(C(=O)C2CCN(S(=O)(=O)c3cc(Cl)ccc3Cl)CC2)CC1 | -0.84 | -0.47 | 22
CCN(CC)S(=O)(=O)c1ccc(Cl)c(NC(=O)CSc2nnc(-c3cccs3)o2)c1 | -0.19 | -0.55 | 0
CCCNC(=O)Nc1cc(C)on1 | -0.47 | -0.73 | x
COc1ccc(-n2nc(C(=O)Nc3ccc4c(c3)OCO4)c3ccccc3c2=O)cc1 | -1.5 | -1.2 | x
On1c(-c2ccco2)nc2c1CCc1nonc1-2 | 0.47 | 0.89 | 15

Taken from above:
Insulin prom inh, CSCCC(NS(=O)(=O)c1cc(C(=O)O)ccc1Cl)C(=O)O (configuration not stated) is entered as -18
sdo1 growth Rescue 24 h, Cc1cccc(C)c1NC(=O)CN(C)C(=O)/C=C/c1cccs1 is entered as -0.83

New compounds follow.
SMILES | sdo1 growth | sdo1 growth Rescue 24 h | Insulin prom inh
COC(=O)c1ccc(N2CCOCC2)c(F)c1 | -0.23 | -0.15 | 16
COc1cccc(OC)c1C(=O)Nc1ccc(N2CCN(S(C)(=O)=O)CC2)cc1 | 0.42 | -0.29 | 45
CC1=CC(C)(C)N(S(=O)(=O)c2ccc(F)cc2)c2ccccc21 | -0.48 | -0.26 | 6
N#Cc1cccc(NC(=O)c2nc(-c3ccccc3)n(-c3ccccc3)n2)c1 | -1.7 | -1.4 | -29
O=C(Cc1csc(Nc2nc(=S)[nH]c3ccccc23)n1)NCCCN1CCN(c2ccccc2F)CC1 | x | x | -7
CN(C)CCCNC(=O)/C=C/c1ccc(OCc2c(F)cccc2Cl)cc1 | x | x | -33
COc1cccc(/C=C/C(=O)Nc2ccccc2N2CCOCC2)c1 | x | x | -42
CCN1/C(=C/c2ccc3cc(C)ccc3[n+]2CC)Sc2ccccc21 | -2 | -1.8 | -170
O=C(Cc1ncc(C(F)(F)F)cc1Cl)NC1CC1 | x | x | 20
CCOC(=O)C1CCN(C(=O)Cn2cc(C(=O)OC)c3ccccc32)CC1 | x | x | -13
O=[N+]([O-])c1ccc(C(=S)N2CCN(Cc3ccccc3)CC2)cc1 | -0.1 | 0.2 | -67
Cc1cc(C)c(S(=O)(=O)n2ccc3ccccc32)c(C)c1 | -0.21 | 1.2 | -12
O=C(COC(=O)c1ccc(Cl)nc1)Nc1ccc2c(c1)OCO2 | x | x | -21
COC(=O)CSc1nnc(CSc2nc(C)cc(C)n2)o1 | 1.4 | 1.6 | 50
CC(NS(=O)(=O)c1ccc(OCC(=O)Nc2cccc([N+](=O)[O-])c2)cc1)c1ccccc1 (configuration not stated) | 0.68 | 1.3 | -32
CN1C(=O)Cc2cc(S(=O)(=O)NCc3cccs3)ccc21 | x | x | 40
NS(=O)(=O)c1ccc(CCNC2CC(=O)N(Cc3ccccc3)C2=O)cc1 (configuration not stated) | -0.07 | 0.35 | -31
O=C(NCC1CCCO1)C1CC(c2ccccc2Cl)=NO1 (configuration not stated) | 0.66 | 0.75 | -3
O=c1[nH]c(C2CCCN(S(=O)(=O)c3ccc(F)cc3)C2)nc2c1nnn2Cc1ccccc1 (configuration not stated) | -0.01 | 0.31 | x

Sorted by SMILES length (lowest first): part of the list above
SMILES | sdo1 growth | sdo1 growth Rescue 24 h | Insulin prom inh
COC(=O)c1ccc(N2CCOCC2)c(F)c1 | -0.23 | -0.15 | 16
O=C(Cc1ncc(C(F)(F)F)cc1Cl)NC1CC1 | x | x | 20
COC(=O)CSc1nnc(CSc2nc(C)cc(C)n2)o1 | 1.4 | 1.6 | 50
CN1C(=O)Cc2cc(S(=O)(=O)NCc3cccs3)ccc21 | x | x | 40
COc1cccc(/C=C/C(=O)Nc2ccccc2N2CCOCC2)c1 | x | x | -42
O=C(COC(=O)c1ccc(Cl)nc1)Nc1ccc2c(c1)OCO2 | x | x | -21
CCN1/C(=C/c2ccc3cc(C)ccc3[n+]2CC)Sc2ccccc21 | -2 | -1.8 | -170
CN(C)CCCNC(=O)/C=C/c1ccc(OCc2c(F)cccc2Cl)cc1 | x | x | -33
O=[N+]([O-])c1ccc(C(=S)N2CCN(Cc3ccccc3)CC2)cc1 | -0.1 | 0.2 | -67
NS(=O)(=O)c1ccc(CCNC2CC(=O)N(Cc3ccccc3)C2=O)cc1 (configuration not stated) | -0.07 | 0.35 | -31
N#Cc1cccc(NC(=O)c2nc(-c3ccccc3)n(-c3ccccc3)n2)c1 | -1.7 | -1.4 | -29
COc1cccc(OC)c1C(=O)Nc1ccc(N2CCN(S(C)(=O)=O)CC2)cc1 | 0.42 | -0.29 | 45
O=c1[nH]c(C2CCCN(S(=O)(=O)c3ccc(F)cc3)C2)nc2c1nnn2Cc1ccccc1 (configuration not stated) | -0.01 | 0.31 | x
O=C(Cc1csc(Nc2nc(=S)[nH]c3ccccc23)n1)NCCCN1CCN(c2ccccc2F)CC1 | x | x | -7
CC(NS(=O)(=O)c1ccc(OCC(=O)Nc2cccc([N+](=O)[O-])c2)cc1)c1ccccc1 (configuration not stated) | 0.68 | 1.3 | -32
